# NSD2 inh: blocks human NSD2 histone methyltransferase activity; NSD2-SET H3K36me1 DELFIA fluorescence, biochemical; inhibition, % at 12.5 µM; 44,000 compounds, 0.07% hits; in the data active = inhibition above about 54%, passing the limit was not always enough;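 note: inhibitors reduce the monomethyl H3K36 fluorescence signal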
# Target sequence (O96028 whole entry, looked up): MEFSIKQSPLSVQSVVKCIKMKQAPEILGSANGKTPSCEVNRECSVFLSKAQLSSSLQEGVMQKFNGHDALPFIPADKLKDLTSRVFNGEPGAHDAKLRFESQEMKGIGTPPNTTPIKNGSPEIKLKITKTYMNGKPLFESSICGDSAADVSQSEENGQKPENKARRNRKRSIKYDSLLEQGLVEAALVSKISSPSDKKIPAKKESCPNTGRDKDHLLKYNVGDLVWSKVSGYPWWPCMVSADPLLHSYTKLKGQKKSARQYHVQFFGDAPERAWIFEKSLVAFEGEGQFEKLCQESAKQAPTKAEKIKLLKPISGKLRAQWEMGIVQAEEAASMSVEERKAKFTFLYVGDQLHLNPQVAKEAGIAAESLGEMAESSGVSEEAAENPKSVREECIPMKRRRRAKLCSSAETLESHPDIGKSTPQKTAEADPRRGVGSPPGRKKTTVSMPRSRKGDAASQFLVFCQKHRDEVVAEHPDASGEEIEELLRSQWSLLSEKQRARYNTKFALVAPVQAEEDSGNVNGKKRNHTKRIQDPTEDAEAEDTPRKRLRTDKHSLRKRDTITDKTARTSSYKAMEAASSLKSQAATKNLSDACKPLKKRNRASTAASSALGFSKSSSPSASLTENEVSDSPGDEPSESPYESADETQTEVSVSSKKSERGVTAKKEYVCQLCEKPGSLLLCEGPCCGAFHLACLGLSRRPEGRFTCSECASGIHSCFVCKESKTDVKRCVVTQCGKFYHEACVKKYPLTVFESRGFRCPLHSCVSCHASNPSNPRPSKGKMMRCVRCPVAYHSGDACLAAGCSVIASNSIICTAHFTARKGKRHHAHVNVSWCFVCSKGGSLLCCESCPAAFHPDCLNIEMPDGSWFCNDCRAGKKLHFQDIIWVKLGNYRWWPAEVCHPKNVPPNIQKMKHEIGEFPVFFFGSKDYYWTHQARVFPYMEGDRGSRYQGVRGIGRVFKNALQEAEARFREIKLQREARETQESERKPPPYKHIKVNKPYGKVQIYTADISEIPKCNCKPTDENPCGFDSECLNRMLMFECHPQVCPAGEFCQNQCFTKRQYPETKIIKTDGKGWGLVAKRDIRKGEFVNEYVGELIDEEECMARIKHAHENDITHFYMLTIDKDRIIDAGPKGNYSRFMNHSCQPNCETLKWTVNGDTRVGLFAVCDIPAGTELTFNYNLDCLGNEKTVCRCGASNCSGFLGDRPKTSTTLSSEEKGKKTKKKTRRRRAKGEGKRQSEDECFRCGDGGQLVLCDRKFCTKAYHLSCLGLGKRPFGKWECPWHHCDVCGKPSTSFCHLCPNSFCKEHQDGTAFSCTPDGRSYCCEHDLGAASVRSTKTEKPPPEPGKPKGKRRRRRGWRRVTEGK
# * marks the source's active call; other numbers are inactive results; & = joins results of further samples. This is a subset. The share of hits here may be higher or lower than overall.
SMILES,NSD2 inh
COc1cc(C)c(Oc2cc(C)cc(O)c2)c(O)c1,15
Cc1cc(C)cc(C(=O)OC2CC3CCC(C2)N3C)c1 (stereo not drawn),-1
CC1OC(O[C@H]2C[C@@H](O)[C@]3(CO)[C@H]4[C@H](O)C[C@]5(C)[C@@H](C6=CC(=O)OC6)CC[C@]5(O)[C@@H]4CC[C@]3(O)C2)C(O)C(O)C1O (stereo partly drawn),-8
CCNCC(O)c1cccc(O)c1 (stereo not drawn),1
COC1=CC(=O)O[C@@H](/C=C/c2ccccc2)C1,-2
CCN1C[C@]2(C)CC[C@H](O)[C@]34C1[C@H](C[C@H]23)[C@@]1(O)C[C@H](OC)[C@H]2C[C@@H]4[C@@H]1C2O (stereo partly drawn),-3
COc1ccc2c3c1O[C@H]1[C@@H](O)CC=C4[C@@H](C2)N(C)CC[C@]431,0
NC1(c2ccccc2Cl)CCCCC1=O (stereo not drawn),-2
CC(C)[C@]12O[C@H]1[C@@H]1O[C@]13[C@]1(O[C@H]1C[C@H]1C4=C(CC[C@@]13C)C(=O)OC4)[C@@H]2O,7
Cc1ccc(OC(=O)N(C)C[C@H]2OCc3cnnn3CCCC(=O)N([C@@H](C)CO)C[C@@H]2C)cc1,-2
c1ccc2c(c1)[nH]c1cnccc12,3
CCc1c(C(=O)OC)ncc2[nH]c3cc(OC)c(OC)cc3c12,-4
Cn1cccc1CNCCc1ccc(F)cc1,-3
CCCCC/C=C\C/C=C\C/C=C\C/C=C\CCCC(N)=O,0
CNC(=O)CSP(=S)(OC)OC,-3
C[C@]12CCC(=O)C=C1C=CC1C2CC[C@@]2(C)C1CC[C@@]2(O)CCC(=O)O (stereo partly drawn),3
N#Cc1c(Oc2cccc(OS(=O)(=O)CCCC(F)(F)F)c2)cccc1C(F)(F)F,0
N#CC(C#N)=Cc1ccc(O)cc1,8
CO[C@@H]1[C@H](O)[C@@H](O[C@@H]2C[C@H]3CC[C@@H]4C(CC[C@]5(C)[C@@H](C6=CC(=O)OC6)CC[C@]45O)[C@@]3(C)[C@H](O)C2)O[C@H](C)[C@@H]1O[C@@H]1O[C@H](CO)[C@@H](O)[C@H](O)[C@H]1O (stereo partly drawn),1
Cc1nnc2n1-c1sc(CCC(=O)N3CCOCC3)cc1C(c1ccccc1Cl)=NC2,-1
CC(=O)Oc1ccc(/C=C/c2cc(OC(C)=O)cc(OC(C)=O)c2)cc1,0
CC1(C)C2CC(=O)[C@]3(C)C(CC[C@@]4(C)[C@H](c5ccoc5)OC(=O)C5OC543)[C@@]2(C)[C@@H](O)C[C@H]1O (stereo partly drawn),1
CCCN[C@@H]1CCc2c(OC)cccc2[C@@H]1C,-4
Fc1ccc(Sc2c(F)c(F)nc(N3CCNCC3)c2F)cc1,-1
COc1c2c(c(CC=C(C)C)c3oc(=O)c(-c4ccc(O)cc4)c(O)c13)OC(C)(C)C=C2,-5
O=C1NC(=O)C(CCc2ccncc2)(CCc2ccncc2)C(=O)N1c1ccccc1F,-3
CCCN1CCCC2Cc3[nH]ncc3CC21 (stereo not drawn),4
COP(=S)(OC)Oc1ccc(SC)c(C)c1,3
CO[C@H]1[C@H](O)[C@H](O[C@H]2CC[C@]3(C)C4CC[C@]5(C)[C@H](C6=CC(=O)OC6)CC[C@]5(O)C4CC[C@@H]3C2)O[C@@H](C)[C@@H]1O (stereo partly drawn),-3
C[N+]1=Cc2cc3c(cc2CC1)OCO3,-4
COc1cc(OC)c(OC)cc1C=O,-15
CC(/C=C/C(=O)NO)=C\c1ccccc1OC[C@@H]1C=C2c3cccc4[nH]cc(c34)C[C@H]2N(C)C1,0
CCN1C[C@]2(C)CC[C@H](OC)[C@@]34C1[C@@]1(OCO[C@@]15C[C@H](OC)[C@H]1C[C@]3(O)[C@@H]5[C@H]1OC)[C@@H](OC(C)=O)[C@H]24,1
CN1CCN(CC(=O)Nc2ccc(Br)cc2C(=O)c2ccccc2)CC1,0
Cc1nnc2ccc(-c3cccc(C(F)(F)F)c3)nn12,-1
CNc1ccc2oc(C[C@H]3O[C@@]4(CC[C@H]3C)O[C@H]([C@H](C)C(=O)c3ccc[nH]3)[C@H](C)C[C@H]4C)nc2c1C(=O)O,-1
C/C=C(\C)C(=O)OC1C(C)=C2C(C1OC(=O)CCCCC)C(C)(OC(C)=O)CC(OC(=O)CCC)C1(O)C2OC(=O)C1(C)O (stereo not drawn),-3
CCC(C)/C=C(C)/C=C/C1=CC2=C(Cl)C(=O)C(C)(OC(C)=O)C(=O)C2=CO1 (stereo not drawn),-5
CN1C2CCC1CC(OC(=O)c1cc(Cl)cc(Cl)c1)C2 (stereo not drawn),1
C[C@@H]1CN([C@@H](C)CO)C(=O)CCCn2nncc2CO[C@@H]1CN(C)C(=O)Oc1ccc2ccccc2c1,-1
c1cc(Cc2cnc[nH]2)ccn1,6
c1ccc(CC(c2ccccc2)N2CCCCC2)cc1 (stereo not drawn),7
Cc1ncc(CN2CC=C(c3ccccc3)CC2)c(N)n1,-11
Cc1ccc(OC(=O)N(C)C[C@@H]2OCc3cnnn3CCCC(=O)N([C@@H](C)CO)C[C@@H]2C)cc1,3
Clc1cncc(N2CCNCC2)n1,0
c1ccc(CCCCN2CCC(c3ccccc3)CC2)cc1,1
COc1ccc2c(c1)c(CCN1CCOCC1)c(C)n2C(=O)c1cccc(Cl)c1Cl,0
CN1[C@@H]2CC[C@H]1CC(OC(=O)N1Cc3ccccc3NC1=O)C2 (stereo partly drawn),0
Oc1ccc2c3c1OC1c4oc5ccccc5c4CC4(O)C(C2)N(CC2CC2)CCC314 (stereo not drawn),-6
COC(=O)C1=COC(C)C2CN3CCC4(C(=O)Nc5ccccc54)C3CC12 (stereo not drawn),3
C[C@]12CCC(=O)C=C1C=C[C@@H]1[C@@H]2CC[C@@]2(C)[C@H]1CC[C@@]2(O)CCC(=O)O,-1
C=C(C)[C@@]12O[C@@H]1[C@@]1(C)C(=C[C@H]2O)CC[C@@H](O)[C@@H]1C,4
Clc1cccc(N2CCNCC2)c1,0
Fc1ccc(C(OCCN2CCN(C/C=C/c3ccccc3)CC2)c2ccc(F)cc2)cc1,17&19
CC1=CC(=O)C2=C(C)C[C@H](O)[C@@H]3[C@H](OC(=O)[C@H]3C)[C@H]12,3
C=CCN1C[C@H](C)N([C@H](c2ccc(C(=O)N(CC)CC)cc2)c2cccc(OC)c2)C[C@H]1C,2
CCOc1ccc(C(Nc2ccccc2)P2(=S)OCCCO2)cc1 (stereo not drawn),-5
CCCCC/C=C\C/C=C\C/C=C\C/C=C\CCCCCC(=O)NCCO,-3
[N-]=[N+]=Nc1cccc(C(=O)O)c1,1
O=c1ccc2[nH]cc(C3=CCNCC3)c2[nH]1,-2

# (continued)
SMILES,NSD2 inh
COc1c(C(C)C)cc2c(c1O)[C@@]1(C(=O)O)CCCC(C)(C)C1CC2 (stereo partly drawn),-8
CCOC(=O)[C@@H]1[C@@H]2NC(=S)N(C)[C@@]1(C)Oc1ccccc12,0
CC(=O)O[C@H]1CC[C@]2(C=O)[C@H]3CC[C@]4(C)[C@@H](C5=CC(=O)OC5)CC[C@]4(O)[C@@H]3CC[C@]2(O)C1,-4
CN(C)c1ccc(/C=C2\CCCN=C2c2cccnc2)cc1,2
CC(C)[C@]1(O)[C@@H](OC(=O)c2ccc[nH]2)[C@@]2(O)[C@@]3(C)C[C@]4(O)O[C@@]5([C@H](O)[C@@H](C)CC[C@]35O)[C@@]2(O)C41C,-2
C#CCOC(=O)C1=CCCN(C)C1,4
COc1ccc(C(CN(C)C)C2(O)CCCCC2)cc1 (stereo not drawn),3
C[C@@H]1CN([C@H](C)CO)C(=O)CCCn2nncc2CO[C@H]1CN(C)C(=O)Oc1ccc2ccccc2c1,2
COC(=O)C1CC(=O)C[C@H]2[C@]3(C)C[C@@H](c4ccoc4)OC(=O)[C@H]3CC[C@@]12C (stereo partly drawn),-11
COc1cc(C2c3cc4c(cc3CC3COC(=O)C32)OCO4)cc(OC)c1OC (stereo not drawn),2
COc1cc2c(cc1-c1cc3cc4ccoc4cc3oc1=O)OCO2,1
CCOC(=O)c1cc2c(cn1)[nH]c1ccccc12,-7
CNc1ccc2oc(C[C@@H]3OC4(CC[C@@H]3C)O[C@H](C(C)C(=O)c3ccc[nH]3)[C@H](C)C[C@H]4C)nc2c1C(=O)O (stereo partly drawn),-6
CCOC(=O)[C@@H]1[C@@H]2NC(=S)N[C@@]1(C)Oc1ccccc12,6
COC(=O)c1cc2c(cn1)[nH]c1ccccc12,-6
C[C@H]1CN([C@@H](C)CO)C(=O)CCCn2cc(nn2)CO[C@@H]1CN(C)C(=O)Oc1ccc2ccccc2c1,2
CCCN(CCC)C1CCc2cccc(O)c2C1 (stereo not drawn),-1
Oc1ccc2c3c1O[C@H]1[C@@H](O)CC[C@@]4(O)[C@@H](C2)N(CC2CCC2)CC[C@]314,-9
C[C@@H]1Cc2c(Cl)cc(C(=O)N[C@@H](Cc3ccccc3)C(=O)O)c(O)c2C(=O)O1,-5
C=C1CC[C@]2(O)[C@]3(C)C[C@@]4(O)O[C@@]2([C@@H]1O)[C@]1(O)[C@@]3(O)[C@H]([C@H](OO)c2ccc[nH]2)[C@](C)(C(C)C)[C@@]14C,0
NCCc1ccccn1,0
CC[C@H]1C2C[C@H]3[C@@H]4N(C)c5ccccc5C45C[C@H](C2[C@H]5O)N3[C@@H]1O (stereo partly drawn),-3
S=C(NC1CCCCC1)N1CCC(c2cnc[nH]2)CC1,-1
CN1C(=O)[C@@H](NC(=O)c2cc3ccccc3[nH]2)N=C(c2ccccc2)c2ccccc21,-2
Cc1ccc(OC(=O)N(C)C[C@@H]2OCc3cnnn3CCCC(=O)N([C@H](C)CO)C[C@@H]2C)cc1,-1
COc1ccc(C(=O)O)cc1OC,-1
CCCN(CCC)C1Cc2cc(OC)c(OC)cc2C1,-4
Cc1ccc(-c2nc3ccc(C)cn3c2CC(=O)N(C)C)cc1,2
CN1CCC2(c3cccc(O)c3)Cc3nc4ccccc4cc3CC2C1 (stereo not drawn),3
C=C1[C@]23C(=O)O[C@@H](C)[C@]2(O)C(=O)O[C@@]1(C)[C@H](OC(C)=O)C1=C(C)[C@@]2(C=CC(=O)OC2(C)C)CCC13C (stereo partly drawn),8
CCCn1c(C)c(C(=O)c2cccc3ccccc23)c2ccccc21,3
CN(C(=O)Cc1ccccc1)C(CN1CCCC1)c1ccccc1 (stereo not drawn),4
COc1ccc2c(c1)/C(=C/c1cnc[nH]1)C(=O)N2,0
c1ccc2sc(C3(N4CCCCC4)CCCCC3)cc2c1,0
CCC(=O)Nc1ccc(Cl)c(Cl)c1,-1
CCCCC/C=C\C/C=C\C/C=C\C/C=C\CCCC(=O)N[C@H](C)CO,3
CN(C)Cc1c[nH]c2ccccc12,-4
CNC(C)C(O)c1ccccc1 (stereo not drawn),2
CCC1CC2CC3(C(=O)OC)c4[nH]c5ccc(OC)cc5c4CCN(C2=O)C13 (stereo not drawn),-3
C[C@@H]([C@H](O)c1ccccc1)N(C)C,-6
COC[C@H]1OC(=O)c2coc3c2[C@@]1(C)C1=C(C3=O)C2CCC(=O)[C@@]2(C)C[C@H]1OC(C)=O (stereo partly drawn),-4

# Exported bar-delimited: part of the list above
structure | NSD2 inh
COc1cc2c(cc1-c1cc3cc4ccoc4cc3oc1=O)OCO2 | 1
CCOC(=O)c1cc2c(cn1)[nH]c1ccccc12 | -7
CNc1ccc2oc(C[C@@H]3OC4(CC[C@@H]3C)O[C@H](C(C)C(=O)c3ccc[nH]3)[C@H](C)C[C@H]4C)nc2c1C(=O)O (stereo partly drawn) | -6
CCOC(=O)[C@@H]1[C@@H]2NC(=S)N[C@@]1(C)Oc1ccccc12 | 6
COC(=O)c1cc2c(cn1)[nH]c1ccccc12 | -6
C[C@H]1CN([C@@H](C)CO)C(=O)CCCn2cc(nn2)CO[C@@H]1CN(C)C(=O)Oc1ccc2ccccc2c1 | 2
CCCN(CCC)C1CCc2cccc(O)c2C1 (stereo not drawn) | -1
Oc1ccc2c3c1O[C@H]1[C@@H](O)CC[C@@]4(O)[C@@H](C2)N(CC2CCC2)CC[C@]314 | -9
C[C@@H]1Cc2c(Cl)cc(C(=O)N[C@@H](Cc3ccccc3)C(=O)O)c(O)c2C(=O)O1 | -5
C=C1CC[C@]2(O)[C@]3(C)C[C@@]4(O)O[C@@]2([C@@H]1O)[C@]1(O)[C@@]3(O)[C@H]([C@H](OO)c2ccc[nH]2)[C@](C)(C(C)C)[C@@]14C | 0
NCCc1ccccn1 | 0
CC[C@H]1C2C[C@H]3[C@@H]4N(C)c5ccccc5C45C[C@H](C2[C@H]5O)N3[C@@H]1O (stereo partly drawn) | -3
S=C(NC1CCCCC1)N1CCC(c2cnc[nH]2)CC1 | -1
CN1C(=O)[C@@H](NC(=O)c2cc3ccccc3[nH]2)N=C(c2ccccc2)c2ccccc21 | -2
Cc1ccc(OC(=O)N(C)C[C@@H]2OCc3cnnn3CCCC(=O)N([C@H](C)CO)C[C@@H]2C)cc1 | -1
COc1ccc(C(=O)O)cc1OC | -1
CCCN(CCC)C1Cc2cc(OC)c(OC)cc2C1 | -4
Cc1ccc(-c2nc3ccc(C)cn3c2CC(=O)N(C)C)cc1 | 2
CN1CCC2(c3cccc(O)c3)Cc3nc4ccccc4cc3CC2C1 (stereo not drawn) | 3
C=C1[C@]23C(=O)O[C@@H](C)[C@]2(O)C(=O)O[C@@]1(C)[C@H](OC(C)=O)C1=C(C)[C@@]2(C=CC(=O)OC2(C)C)CCC13C (stereo partly drawn) | 8
CCCn1c(C)c(C(=O)c2cccc3ccccc23)c2ccccc21 | 3
CN(C(=O)Cc1ccccc1)C(CN1CCCC1)c1ccccc1 (stereo not drawn) | 4
COc1ccc2c(c1)/C(=C/c1cnc[nH]1)C(=O)N2 | 0
c1ccc2sc(C3(N4CCCCC4)CCCCC3)cc2c1 | 0
CCC(=O)Nc1ccc(Cl)c(Cl)c1 | -1
CCCCC/C=C\C/C=C\C/C=C\C/C=C\CCCC(=O)N[C@H](C)CO | 3
CN(C)Cc1c[nH]c2ccccc12 | -4
CNC(C)C(O)c1ccccc1 (stereo not drawn) | 2
